Tb PYK inh = T. brucei pyruvate kinase inhibition | Q57TT1 | TbPYK enzyme, Kinase-Glo Plus ATP luminescence, 45 min | Potency, µM (titrated, usually from 76.8 µM), inactives show at the top dose activity, negative = inhibition, usual class: inhibitors | 0.12% of 410,000 active | AID 624173; note: potency is the fitted concentration of half-maximal effect; nearly all actives have a fitted effect of over 50% in size
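Assay buffer: 50 mM TEA pH 7.2, 100 mM KCl, 10 mM MgCl2, 0.05% BSA, 0.01% Tween-20. Pyruvate kinase from T. brucei plus substrate met compound, then ADP (130 uM final). Luminescence was read post 45 min RT.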
LmPK inh = LmPK (Leishmania mexicana) enzyme inhibition. AID 1721. Q27686. 0.37% of 290,000 active. Potency, µM (doses to about 57.5 µM), for the others: top-dose activity change, negative = inhibition, usual class: inhibitors. purified LmPK, Kinase-Glo ATP luminescence, 1 h; note: potency is the fitted concentration of half-maximal effect
Target sequence (Q27686 whole entry, looked up): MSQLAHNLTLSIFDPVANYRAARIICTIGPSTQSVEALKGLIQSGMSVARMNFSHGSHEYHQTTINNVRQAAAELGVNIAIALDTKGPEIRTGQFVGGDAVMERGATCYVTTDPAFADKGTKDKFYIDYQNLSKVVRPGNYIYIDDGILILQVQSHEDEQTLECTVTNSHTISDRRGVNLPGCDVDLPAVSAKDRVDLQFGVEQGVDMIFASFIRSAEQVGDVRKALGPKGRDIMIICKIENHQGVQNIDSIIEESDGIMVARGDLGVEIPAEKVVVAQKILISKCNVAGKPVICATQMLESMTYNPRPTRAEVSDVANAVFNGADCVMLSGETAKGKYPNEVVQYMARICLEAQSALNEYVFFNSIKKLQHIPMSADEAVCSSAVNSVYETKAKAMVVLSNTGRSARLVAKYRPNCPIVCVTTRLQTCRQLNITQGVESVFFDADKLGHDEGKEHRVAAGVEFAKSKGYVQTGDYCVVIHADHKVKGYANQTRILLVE
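Purified LmPK (0.1 nM) converted ADP (0.1 mM) to ATP with PEP (0.5 mM) in imidazole buffer pH 7.2 with KCl and MgCl2, 1 h at room temperature. ATP was read by Kinase-Glo luminescence; data normalized to uninhibited and no-enzyme controls.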
AMA1-RON2 inh = inhibitors of Plasmodium falciparum AMA1-RON2 interaction; AlphaScreen AMA1-biotinylated RON2 peptide binding; Potency, µM (doses to about 58.2 µM), without a hit: top-dose activity change, negative = inhibition, hits mostly inhibitors; 0.2% of 360,000 active; AID 720542;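 note: potency is the fitted concentration of half-maximal effect; 0% = vehicle wells and -100% = peptide control; nearly all actives have a fitted effect of over 45% in size; some results filed as inactive show a strong effect at the top dose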
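AMA1 (3D7) with his tag at 25 nM final met compounds first, then biotinylated RON2 peptide at 25 nM; detection used donor plus acceptor beads, 10 µg/mL apiece, read by AlphaScreen after 30 min at room temperature.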
HCMV inh = blocks human cytomegalovirus replication | HFF cells, HCMV-luciferase reporter, 72 h; stronger effect = lower value | activity change, negative = inhibition, % at 57.5 µM | 4.5% of 410,000 active | AID 1259415; in the data active = activity change below about -60%; inconclusive = no clear call, values can overlap the other calls; inactive = above about -39%
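Two-dose cell screen: HFF monolayers treated with compounds and infected with luciferase-expressing HCMV at 1 PFU/cell, 72 h at 37C, then lysed for luciferase measurement.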
AmpC detergent = AmpC beta-lactamase inhibition with detergent present; P00811; AmpC hydrolysis of nitrocefin, absorbance 480 nm, 0.01% Triton; Potency, µM (doses to about 114 µM), for inactives: top-dose activity change, negative = inhibition, hits mostly inhibitors; 0.041% of 370,000 active;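 note: potency is the fitted concentration of half-maximal effect; 0% = no-compound wells and -100% = no-enzyme wells; nearly all actives have a fitted effect of over 25% in size; some results filed as inactive show a strong effect at the top dose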
Target sequence (P00811 whole entry, looked up): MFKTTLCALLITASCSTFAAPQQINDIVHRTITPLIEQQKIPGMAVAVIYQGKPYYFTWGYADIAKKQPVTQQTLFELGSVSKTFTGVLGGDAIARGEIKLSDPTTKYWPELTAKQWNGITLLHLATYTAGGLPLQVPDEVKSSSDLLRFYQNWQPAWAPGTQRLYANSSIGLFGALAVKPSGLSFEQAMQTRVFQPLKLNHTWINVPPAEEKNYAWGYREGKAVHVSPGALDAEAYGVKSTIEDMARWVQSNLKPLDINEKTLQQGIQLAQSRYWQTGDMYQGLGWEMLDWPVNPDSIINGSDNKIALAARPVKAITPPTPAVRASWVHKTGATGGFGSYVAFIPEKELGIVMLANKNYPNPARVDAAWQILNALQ
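20 mM phosphate pH 7.0 + 0.01% (detergent screen) or 0.0001% Triton X-100; 5.3 nM AmpC reagent; cpd preinc 15 min RT; nitrocefin (800 uM stock) to start; A480 q20 s × 4 min; Activity was normalised to no-enzyme and no-compound control wells.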
AmpC inh no detg = AmpC beta-lactamase inhibition without detergent | AID 485341 | Potency, µM (series often up to 57.1 µM), for inactives: at the highest dose activity change, negative = inhibition, actives largely listed as inhibitors | 0.52% of 330,000 active | P00811 | AmpC nitrocefin hydrolysis, absorbance 480 nm, 0.0001% Triton;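 note: potency is the fitted concentration of half-maximal effect; plate controls were no compound for no effect and no enzyme for full effect; nearly all actives have a fitted effect of over 20% in size; some results filed as inactive show a strong effect at the top dose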
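20 mM phosphate pH 7.0 + 0.01% (detergent screen) or 0.0001% Triton X-100; 5.3 nM AmpC reagent; cpd preinc 15 min RT; nitrocefin (800 uM stock) to start; A480 q20 s × 4 min; Activity was normalised to no-enzyme and no-compound control wells.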
HCV inhibitor = blocks hepatitis C virus; Huh7.5.1 HCVcc-Cre infection, luciferase reporter, 44 h; Potency, µM (highest dose often 41.8 µM), inactives show at the highest dose activity change, negative = inhibition, most hits filed as inhibitors; 3.4% of 340,000 active; note: potency is the fitted concentration of half-maximal effect
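Infectious HCVcc-Cre (~0.5 moi) was added to cells just after compound, with cells seeded 4 h earlier at 1,000 per well. Luciferase activity after 44 h culture reported infection; substrate was incubated 15 min at room temperature before reading.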
The depositor's hits bear a star; ? = inconclusive; . = not tested or not shown; [ ] = remark or other dose. Unless noted, calls come from the whole dose curve; as a rule, active = well fitted curve in the direction sought with a large enough effect; inconclusive = small, poorly fitted or top-dose-only effect, or another doubt; inactive = no such curve, though single readings can be large; an effect the other way counts as inactive or inconclusive. Unless noted, % is set by controls: 0 for no effect and ±100 for the full control effect.

Order of values: Tb PYK inh	LmPK inh	AMA1-RON2 inh	HCMV inh	AmpC detergent	AmpC inh no detg	HCV inhibitor
> CC(=O)c1ccc(OCCCC(=O)NC(C)c2ccc(S(N)(=O)=O)cc2)cc1 (stereo not drawn)
    1%	7%	7%	-3	-2%	-16%	6%
> CC1CCCC(NC(=O)COC(=O)c2ccc3ccccc3n2)C1C (stereo not drawn)
    .	2%	-3%	24	-2%	2%	9%
> Cc1cccc(/C=N/NC(=O)Cn2nc(C)cc2C)n1
    -1%	-1%	58%[activator]	28	-8%	-14%	?
> COC(=O)C(F)(F)Sc1c(C)[nH]c2ccccc12
    0%	0%	12%	45	-9%	-7%	2%
> CC(C)NC(=O)N(C)C[C@H]1Oc2c(NC(=O)c3ccc(-c4nccs4)cc3)cccc2C(=O)N([C@@H](C)CO)C[C@H]1C
    -11%	.	-4%	10	.	291%[activator]	0%
> CC(=O)Nc1ccc(S(=O)(=O)N2CCCC2C(=O)O)cc1 (stereo not drawn)
    -8%	3%	8%	14	-13%	-4%	22%
> CCN1C(=O)c2ccc(C(=O)Nc3cccc(C(=O)O)c3)cc2C1=O
    -9%	-9%	5%	-10	-14%	2%	28%
> Cc1ccc(S(=O)(=O)/N=C2\C=C(NS(=O)(=O)c3ccccc3)C(=O)c3ccccc32)cc1
    ?	.	-18%	0	.	.	-11%
> CCOc1ccccc1N1CC(c2nc3ccccc3n2CCCOc2ccc(OC)cc2)CC1=O (stereo not drawn)
    0%	.	.	9	16%	.	.
> CCOC(=O)Cc1cc(=O)n2[nH]c(C)c(-c3ccccc3)c2n1
    -2%	-2%	?	-11	-1%	-36%	-1%
> Cc1ccc2onc(CC(=O)Nc3cc(F)ccc3F)c2c1
    2%	.	.	36	23%	.	.
> Cc1cc(=O)n2ncnc2n1COCCO
    2%	6%	6%	20	7%	-18%	-4%
> CCS(=O)(=O)N1N=C(c2cccc(NS(C)(=O)=O)c2)CC1c1ccc(C)cc1 (stereo not drawn)
    0%	-2%[11.5 µM]	4%	43	-4%	15%	-25%
> COc1cccc(C(=O)OCCCN(C)C)c1
    -1%	-3%	-5%	-21	-9%	-7%	12%
> CN(C)CCCNC(=O)C1(O)c2cc(Br)ccc2NC(=O)N1c1ccc(Cl)cc1 (stereo not drawn)
    18%	5%	-7%	8	-4%	-19%	8%

Brought forward from above: two compounds, followed by the next part.
Order of values: Tb PYK inh	LmPK inh	AMA1-RON2 inh	HCMV inh	AmpC detergent	AmpC inh no detg	HCV inhibitor
> COc1cccc(C(=O)OCCCN(C)C)c1
    -1%	-3%	-5%	-21	-9%	-7%	12%
> CN(C)CCCNC(=O)C1(O)c2cc(Br)ccc2NC(=O)N1c1ccc(Cl)cc1 (stereo not drawn)
    18%	5%	-7%	8	-4%	-19%	8%
> C[C@@H]1CN([C@@H](C)CO)C(=O)c2c(c3ccccc3n2C)-c2ccccc2CO[C@H]1CN(C)C(=O)[C@H](C)c1ccccc1
    8%	.	-4%	?	.	.	.
> COC(=O)c1ccc(NC(=O)C2CCN(c3ncnc4c3nc3n4CCCCC3)CC2)cc1
    22%	.	.	-23	-6%	.	.
> CC(NCc1ccc([N+](=O)[O-])cc1)C1COc2ccccc2O1 (stereo not drawn)
    -11%	-4%	?	-29	-18%	-18%	12%
> O=c1sc2ccccc2n1CCOc1ccccc1
    -7%	16%	5%	86	2%	-21%	-11%
> CC(C)CCN1C(=O)c2ccc(C(=O)OCC(=O)N(CC(C)C)C3CCS(=O)(=O)C3)cc2C1=O (stereo not drawn)
    5%	.	6%	0	.	2%	5%
> O=C(c1cc(Cl)ccc1Cl)N1CCc2ccccc21
    -10%	-1%	2%	-8	-8%	-20%	?
> CC(C)(C)NC(=O)C(OC(=O)Cn1nnc(-c2ccc(F)cc2)n1)c1ccncc1 (stereo not drawn)
    12%	-1%	8%	3	-15%	21%	3%
> O=C(CCNC(=O)C1CCN(S(=O)(=O)c2ccccc2)CC1)NC1CC1
    8%	-1%	13%	-7	0%	-12%	20%
> O=C(N/C(=C/c1ccccc1)C(=O)N1CCCCC1)c1ccc(Br)o1
    3%	1%	6%	-16	-1%	-15%	.
> N#C/C(=N\Nc1ccc(F)cc1)C(=N)N1CCCCCC1
    1%	-1%	13%	252	-12%	-12%	-9%
> O=C(NCc1ccccc1)c1nn(-c2ccccc2)nc1CO
    -3%	.	.	?	25%	.	.
> Cc1ccccc1NC(=O)CN1C(=S)NC(C)(C)CC1C (stereo not drawn)
    0%	0%	-25%	-4	-5%	-23%	12%
> COC(=O)CSc1nc2cc3c(cc2cc1C#N)OCO3
    4%	-2%	-13%	183	-9%	-18%	-9%
> CCOc1ccc2[nH]c(=O)c(CN(CCOC)C(=O)N3CCOCC3)cc2c1
    1%	0%	2%	5	1%	-1%	11%
> COc1ccc(S(=O)(=O)N2CCC(C(=O)N3CCc4ccccc4C3)CC2)cc1C
    -7%	3%	-4%	11	-1%	.	-12%

Look-ups from the entries so far:
`COC(=O)CSc1nc2cc3c(cc2cc1C#N)OCO3` – AMA1-RON2 inh = -13%
`Cc1ccccc1NC(=O)CN1C(=S)NC(C)(C)CC1C` (stereo not drawn) – HCMV inh = -4
`CCOc1ccc2[nH]c(=O)c(CN(CCOC)C(=O)N3CCOCC3)cc2c1` – HCMV inh = 5
`COc1ccc(S(=O)(=O)N2CCC(C(=O)N3CCc4ccccc4C3)CC2)cc1C` – AMA1-RON2 inh = -4%
`N#C/C(=N\Nc1ccc(F)cc1)C(=N)N1CCCCCC1` – AmpC detergent = -12%

Continued.
Order of values: Tb PYK inh	LmPK inh	AMA1-RON2 inh	HCMV inh	AmpC detergent	AmpC inh no detg	HCV inhibitor
> COC(=O)c1ccc(S(=O)(=O)NCc2cccc(OC)c2)n1C
    -1%	0%	7%	37	6%	-8%	17%
> Nc1nnc(SCC(=O)c2ccc3ccccc3c2)s1
    -2%	4%	13%	98	-13%	-33%	-6%
> O=C(Oc1ccc2c(c1)OCO2)c1ccc(Br)c(S(=O)(=O)N2CCOCC2)c1
    0%	4%	-2%	4	-4%	11%	2%
> O=C(CC(c1ccccc1O)N1CCCCC1)N1CCCCC1 (stereo not drawn)
    .	-12%	-6%	-11	3%	-10%	16%
> Cc1cccc(CC(=O)N2CC(=O)Nc3ccc(F)cc3C2c2ccccc2)c1 (stereo not drawn)
    3%	.	.	12	6%	.	.
> O=C1NC(=Nc2ccccc2)S/C1=C/c1cccnc1
    -6%	16%	-7%	?	?	-11%	-10%
> Cc1cc(NC(=O)c2cc(-c3ccccc3)on2)n(-c2ccccc2)n1
    3%	2%	-1%	-10	-5%	-27%	?
> Cc1ccc(CNC(=O)C2CCN(C(=O)c3ccc(-n4ccc5ccccc54)s3)CC2)cc1
    -6%	.	.	-14	0%	.	.
> Cc1[nH]c(=O)[nH]c(=O)c1S(=O)(=O)Nc1ccc(F)c(Cl)c1
    -5%	0%	-5%	-22	-4%	-10%	8%
> NCC12CC3CC(CC(O)(C3)C1)C2
    -4%	-2%	1%	2	?	-7%	19%
> Cc1ccc(C)c(NC(=O)C2(C)CC3c4ccccc4C2c2ccccc23)c1 (stereo not drawn)
    2%	7%	47%[activator]	-105*	-7%	-33%	7%
> CCOC(=O)c1c(N)n(-c2cccc(C)c2C)c2nc3ccccc3nc12
    -2%	.	.	4	-11%	.	.
> Cc1ccc(-c2nc(CSCC(=O)NCCN3CCN(Cc4ccccc4)CC3)c(C)o2)cc1
    12%	2%	-3%	-65*	1%	170%[activator]	13µM*
> Cc1ccoc1C(=O)Nc1ccc(CC(=O)O)cc1
    -7%	?	-7%	?	?	-19%	0%
> CCOC(=O)C1=C(C)NC(=O)NC1c1cccnc1 (stereo not drawn)
    -3%	9%	7%	21	-4%	-5%	1%
> CCO[C@H]1OC(C(=O)N2CCN(Cc3ccccc3)CC2)=C[C@@H](c2ccccc2)[C@@H]1CCCO
    -6%	3%	-6%	-15	-3%	150%[activator]	-23%
> CCCC1CCC(C(=O)n2nc(N)c3cc4ccc(OC)cc4nc32)CC1 (stereo not drawn)
    -1%	7%	-4%	-21	?	-10%	-7%[8.37 µM]
> O=C1/C(=C\c2ccc(O)cc2)SC(=S)N1c1cccnc1
    -1%	6%	-6%	-39	-13%	-7%	-7%
> CCCn1c(SCC(=O)Nc2cccnc2Cl)n[nH]c1=O
    -9%	.	-25%	-25	.	-19%	-2%
> COc1ccc(-c2ccc(CN3C(C(C)C)C(=O)N(Cc4cn(CC5CCCCC5)nn4)CCS3(=O)=O)cc2)cn1 (stereo not drawn)
    -4%	.	0%	-16	.	.	.
> CC(C)C(=O)N=c1sc2cc(F)cc(F)c2n1C
    4%	0%	2%	?	?	-19%	7%
> O=C(OC1CCCCC1=O)c1cccc(S(=O)(=O)N2CCCCC2)c1 (stereo not drawn)
    -5%	.	10%	-16	?	-23%	-6%[8.37 µM]
> CC(C)c1ccccc1-n1c(SCC(=O)N2CCN(c3ccccc3)CC2)nnc1-c1cccnc1
    ?	-5%	-5%	23	-1%	111%[activator]	1%
> NC(=O)CN(Cc1ccccc1)S(=O)(=O)c1ccc2c(c1)OCCO2
    0%	-2%	-7%	4	-3%	-4%	6%
> Cc1ccc2c(c1)CCCN2C(=O)CCc1nc2ccccc2c(=O)[nH]1
    -1%	.	0%	4	2%	22%	?
> O=C(CCSc1nnc(-c2ccccc2)o1)N1CCOCC1
    -5%	-8%	14%	-7	-8%	-5%	2%
> Cc1[nH][nH]c(=O)c1N=Nc1ccc(Br)c(Cl)c1
    -5%	.	0%	-39	.	.	-3%
> COc1ccc(S(=O)(=O)NCCSc2nnnn2-c2ccccc2)cc1
    5%	.	.	?	-2%	.	.
> COc1cccc(-c2ccc3c(N)c(C(=O)Nc4cc(C(F)(F)F)ccc4OC)sc3n2)c1
    4%	.	.	21	9%	.	.
> COc1cc(Cc2cc(OC)c(O)c(OC)c2)cc(OC)c1O
    -15%	.	-7%	33	.	.	.
> COc1ccccc1Oc1cc(F)nc(N)n1
    1%	-1%	29%	8	1%	-11%	-11%
> O=C(CCCN1C(=O)c2cccnc2Oc2ccc(Cl)cc21)NCc1ccc(F)cc1
    1%[15.4 µM]	.	.	0	0%	.	.
> CCC(C)Sc1ccc([C@H]2N[C@@](C)(C(=O)OC)[C@H]3C(=O)N(C)C(=O)[C@@H]23)cc1 (stereo partly drawn)
    5%	.	-1%	11	.	47%	?
> CNc1ccc(C(=O)OCC(=O)NC(=O)NC2CCCCC2)cc1[N+](=O)[O-]
    -2%	.	-4%	-33	.	-15%	?
> COc1ccccc1OCCCc1c(C)n[nH]c1C
    -15%	12%	-13%	31	-11%	-2%	.
